Assay outcomes as filed in PubChem BioAssay.
p53null 32C tox: kills p53 null cells at the permissive temperature | H1299-neo p53 null cells, ATP luminescence, 24 h, 32C | Potency, µM (series often up to 46.1 µM), for inactives: at the highest dose activity change, negative = cytotoxicity, most hits filed as cytotoxic | actives 0.62% (n = 55,000);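 note: potency is the fitted concentration of half-maximal effect; 0% = DMSO only and -100% = full killing by 100 µM tamoxifen; nearly all actives have a fitted effect of over 55% in size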
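ATP-content luminescence in p53-null H1299-neo cells after 24 h compound exposure (up to 46 uM) at 32C permissive temperature; 0% and 100% killing set by DMSO and 100 uM tamoxifen; Hill-equation AC50.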
B2AR arrestin ag: ADRB2 beta-arrestin recruitment; P07550; HTLA Tango cells, beta-arrestin recruitment, luciferase luminescence, 18 h; Potency, µM (series often up to 46.1 µM), for the others: at the highest dose activation, usual class: activators; 44,000 tested, under 10 active; AID 1347077;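 note: potency is the fitted concentration of half-maximal effect; 0% = DMSO and full agonism = EC100 isoproterenol or metaproterenol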
Target sequence (P07550 whole entry, looked up): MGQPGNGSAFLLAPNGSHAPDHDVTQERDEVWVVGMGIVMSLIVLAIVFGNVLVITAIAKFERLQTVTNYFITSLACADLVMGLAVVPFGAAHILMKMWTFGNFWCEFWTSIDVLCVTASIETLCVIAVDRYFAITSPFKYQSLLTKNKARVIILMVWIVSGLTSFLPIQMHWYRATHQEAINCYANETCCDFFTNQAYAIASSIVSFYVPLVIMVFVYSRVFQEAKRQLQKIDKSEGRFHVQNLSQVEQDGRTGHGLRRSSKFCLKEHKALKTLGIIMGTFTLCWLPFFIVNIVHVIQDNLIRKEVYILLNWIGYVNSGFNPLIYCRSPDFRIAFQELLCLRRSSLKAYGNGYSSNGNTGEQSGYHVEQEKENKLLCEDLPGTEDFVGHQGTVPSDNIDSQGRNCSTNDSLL
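Ligand-induced beta-arrestin recruitment to recombinant beta2-AR is measured via a tTA-driven luciferase reporter in Tango cells after 18 hr compound exposure at 37 degrees C. Concentrations span up to 46 microM.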
FH mod: Identification of activators of human fumarate hydratase by quantitative high-throughput screening | Fumarate hydratase, mitochondrial (Homo sapiens), P07954 | FH coupled MDH/diaphorase resazurin fluorescence, 15 min | Potency, µM (top dose mostly 79.9 µM), for the others: top-dose activity change, negative = inhibition, usual class: inhibitors | actives 0.22% (n = 54,000) | AID 1347055, 2019; note: potency is the fitted concentration of half-maximal effect; % is set by controls: 0 for no effect and ±100 for the full control effect; the screen sought activators but most active calls are inhibition curves; nearly all actives have a fitted effect of over 45% in size
Target sequence (P07954 whole entry, looked up): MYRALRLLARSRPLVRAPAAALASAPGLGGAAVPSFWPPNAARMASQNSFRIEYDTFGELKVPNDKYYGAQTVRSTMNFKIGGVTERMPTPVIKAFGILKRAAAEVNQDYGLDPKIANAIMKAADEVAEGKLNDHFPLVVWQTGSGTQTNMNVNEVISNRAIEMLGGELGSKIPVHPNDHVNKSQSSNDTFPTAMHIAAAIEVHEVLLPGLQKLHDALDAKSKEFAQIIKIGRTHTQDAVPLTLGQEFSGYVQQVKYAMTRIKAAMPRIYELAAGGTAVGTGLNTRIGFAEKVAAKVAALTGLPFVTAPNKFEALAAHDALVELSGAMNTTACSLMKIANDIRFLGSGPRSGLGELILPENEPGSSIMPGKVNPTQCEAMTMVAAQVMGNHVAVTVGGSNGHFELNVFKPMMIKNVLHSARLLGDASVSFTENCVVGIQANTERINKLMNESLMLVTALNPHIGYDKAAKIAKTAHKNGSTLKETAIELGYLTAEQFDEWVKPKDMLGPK
NTMT1 inh: blocks human N-terminal methyltransferase 1 activity; Q9BV86; NTMT1 MTase-Glo SAH luminescence, purified enzyme; Potency, µM (series often up to 114 µM), without a hit: at the top dose activity change, negative = inhibition, actives largely listed as inhibitors; actives 2.5% (n = 59,000);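 note: potency is the fitted concentration of half-maximal effect; plate controls were DMSO vehicle for no effect and no enzyme for full effect; nearly all actives have a fitted effect of over 65% in size; many of its hits are not listed in these tables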
p53null 39C tox: kills p53 null cells at the nonpermissive temperature. Potency, µM (titrated, usually from 46.1 µM), for inactives: at the top dose activity, negative = cell killing, most hits filed as cytotoxic. actives 0.97% (n = 55,000). H1299 p53-null (neo) cells, 39C, ATPlite viability, 24 h. AID 904;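 note: potency is the fitted concentration of half-maximal effect; 0% = DMSO only and -100% = full killing by 100 µM tamoxifen; nearly all actives have a fitted effect of over 50% in size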
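Following overnight plating at 37C (600 cells/well), H1299-neo or H1299-p53A138V cells are dosed up to 46 uM. Incubation lasts 24 hr at 39C before ATP detection.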
TSG101-PTAP inh: blocks PTAP binding to human TSG101, validation; Fluorescence polarization, FITC-PTAP peptide/Tsg101, 20 min; Potency, µM (highest dose often 115 µM), without a hit: top-dose activity change, negative = inhibition, actives largely listed as inhibitors; 44,000 tested, under 10 active; AID 1347069; note: potency is the fitted concentration of half-maximal effect; 0% is about no effect
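qHTS FP binding, 20 min r.t.: 10 uM Tsg101 domain + 50 nM FITC-PTAP peptide, pH 7.5 HEPES buffer with TCEP and EDTA.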
GALK inh: GALK (human) enzyme inhibition | P51570 | recombinant GALK, Kinase-Glo ATP luminescence, 1 h | Potency, µM (highest dose often 57.5 µM), inactives show at the highest dose activity, negative = inhibition, usual class: inhibitors | 44,000 tested, under 10 active;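 note: plate controls were full GALK reaction for no effect and reaction lacking GALK for full effect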
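Luminescent ATP-depletion readout (Kinase-Glo Plus) after 1 h room-temperature incubation of human GALK (5 nM) with galactose 100 µM and ATP 35 µM, pH 8.0 HEPES/Mg2+ buffer; compounds tested in qHTS format.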
Numbers without * were called inactive; u = inconclusive; x = not tested or not shown; [ ] = another dose, or the depositor's remark. Calls come from the whole dose curve; as a rule, active = well fitted curve in the direction sought with a large enough effect; inconclusive = small, poorly fitted or top-dose-only effect, or another doubt; inactive = no such curve, though single readings can be large; an effect the other way counts as inactive or inconclusive. A portion of the library; count on the stated rates, not on these rows.

Structure | p53null 32C tox | B2AR arrestin ag | TSG101-PTAP inh | NTMT1 inh | p53null 39C tox | FH mod | GALK inh
O=C(NCCc1ccc(F)cc1)C(=O)NCC(c1cccs1)S(=O)(=O)c1ccc(F)cc1 (stereo unspecified) | 12.9% | -2.2% | -5.5% | 7.4% | 4.6% | -15.8% | -1.9%
COc1cccc(CNC(=O)C(C)n2ccc3cc(S(=O)(=O)N4CCCCCC4)ccc32)c1 (stereo unspecified) | 6.4% | 0.5% | 1.9% | -2.8% | 28.7% | -29.6% | -0.1%
COc1ccccc1NC(=O)CCn1c(=O)oc2cc(Cl)ccc21 | 7.0% | -1.6% | -0.1% | 2.4% | 20.4% | -11.0% | 0.0%
CCOc1cc(CNc2ccc(O)cc2)ccc1OCc1ccc(Cl)cc1 | 1.6% | 0.6% | -1.4% | u | u | u | u
CCCCOc1ccc(C(=O)NCc2cn3cccc(C)c3n2)cc1 | 0.0% | -2.2% | 1.2% | -4.7% | 15.2% | -2.5% | 3.8%
Cc1cccc(OCc2ccc(-c3nc(C#N)c(NCc4cccnc4)o3)o2)c1 | 16.9% | -3.0% | -6.2% | -2.9% | 17.0% | -24.3% | 3.8%
CCCCOc1ccc(-c2nonc2NC(=O)c2ccco2)cc1 | 17.0% | 9.2% | -0.8% | 6.4% | -3.6% | -9.3% | -0.8%
COc1ccc(S(=O)(=O)NCC(c2ccc(N(C)C)cc2)N2CCCC2)cc1F (stereo unspecified) | 4.3% | 0.4% | -2.4% | -6.0% | 3.2% | 1.1% | -0.9%
Oc1c(C(c2ccccc2F)N2CCCCC2)sc2nc(-c3ccco3)nn12 (stereo unspecified) | 0.4% | -1.0% | -4.7% | -12.7% | -3.7% | -3.5% | -0.3%
CCOc1ccc(Nc2oc(/C=C/c3cc(OC)c(OC)c(OC)c3)nc2C#N)cc1 | -0.6% | -1.3% | 1.5% | u | -18.6% | -17.4% | -5.5%
O=C(CCS(=O)(=O)c1cccc2nonc12)Nc1cccc(F)c1 | -2.5% | 0.5% | -0.5% | -2.8% | 0.8% | 29.4% | 4.4%
COCCNC(=O)CCCn1c(SCc2ccccc2C)nc2c(sc3ccccc32)c1=O | 2.2% | 0.7% | 7.5% | 0.6% | 3.0% | -11.6% | 5.3%
COc1ccc(OC)c(S(=O)(=O)N2Cc3ccccc3CC2C(=O)Nc2ccc(C)cc2C)c1 (stereo unspecified) | 6.4% | 0.6% | 0.1% | u | 11.7% | -15.2% | -2.2%
Cc1ccc(Cl)cc1N1CCN(CCCNC(=O)c2nnc(Cc3cccc(Cl)c3)o2)CC1 | 10.9% | -0.1% | -1.0% | 9.6% | u | u | 1.1%
Cn1c(=O)c2c(SCC(=O)Nc3ccccc3C(F)(F)F)nc(C3CCCC3)nc2n(C)c1=O | -6.2% | 0.0% | -0.5% | -7.0% | 3.4% | 20.7% | 0.4%
COc1ccc(C(=O)Nc2noc3ccccc23)cc1 | 3.16µM* | -0.6% | -3.2% | 11.2µM* | 6.31µM* | -6.4% | 7.3%
CCc1cc2c(cc3c(=O)n(CC(=O)N4CCN(c5cc(Cl)ccc5C)CC4)ncn32)s1 | -2.8% | -0.6% | -5.1% | -9.9% | 10.5% | -3.5% | 6.8%
O=C(CCCCn1c(=O)[nH]c2ccsc2c1=O)N1CCN(c2cccc(C(F)(F)F)c2)CC1 | 20.5% | 0.0% | -6.5% | -7.2% | 2.6% | u | 2.9%
O=C(Cn1c(=O)nc(-c2ccccc2)c2cc(Cl)ccc21)NCCCc1ccccc1 | 3.1% | 0.7% | -1.9% | u | -3.8% | -8.9% | -13.7%
Cc1cc(C)c(S(=O)(=O)NCCc2sc(-c3cccnc3)nc2C)c(C)c1 | -2.2% | 0.2% | -5.2% | -3.5% | 19.9% | 0.1% | 1.7%
CCOC(=O)N1CCC(NC(=O)c2ccc3c(c2)N(Cc2cccc(C)c2)C(=O)c2ccccc2S3(=O)=O)CC1 | -10.4% | -1.6% | -8.0% | 18.1% | 12.0% | -28.5% | 9.2%
COc1ccccc1-c1noc(CSc2nnc(-c3ccccc3)n2-c2ccc(C)c(C)c2)n1 | 7.8% | 0.8% | -2.3% | -6.5% | -6.2% | -16.3% | -2.1%
Cc1ccc(-c2noc(CN(C3CCCCC3)S(=O)(=O)c3ccc(F)cc3)n2)cc1 | -1.4% | -0.6% | -2.4% | -0.3% | -1.5% | -14.0% | 0.2%
COc1ccc(-c2nc3c(c(SCC(=O)N4CCCCC4)n2)Cc2c(CO)cnc(C)c2O3)cc1 | -0.3% | -0.3% | -9.9% | -6.8% | -17.4% | -27.7% | 2.1%
CC(C)(C)OC(=O)N1CCC(c2c(C(=O)N3CCN(c4ccccc4)CC3)cnn2-c2ccccc2)CC1 | -4.1% | 0.0% | -2.1% | 5.8% | -0.8% | -10.6% | 0.7%

Only FH mod (three entries from above):
| SMILES | FH mod |
| --- | --- |
| CCOc1ccc(Nc2oc(/C=C/c3cc(OC)c(OC)c(OC)c3)nc2C#N)cc1 | -17.4% |
| O=C(CCS(=O)(=O)c1cccc2nonc12)Nc1cccc(F)c1 | 29.4% |
| COCCNC(=O)CCCn1c(SCc2ccccc2C)nc2c(sc3ccccc32)c1=O | -11.6% |

The results go on.
Structure | p53null 32C tox | B2AR arrestin ag | TSG101-PTAP inh | NTMT1 inh | p53null 39C tox | FH mod | GALK inh
COc1ccccc1CNC(=O)NCc1noc2ccc(C)cc12 | -8.6% | -0.6% | -6.5% | -5.5% | -15.5% | -0.2% | -2.4%
Cc1ccc(NC(=O)C2CCN(c3nnc(C)c4c(C)n(-c5ccccc5)nc34)CC2)cc1Cl | -3.6% | -0.4% | 0.8% | 5.8% | 29.8% | -18.4% | -3.0%
CCC(Sc1nc2nccnc2c(=O)n1Cc1ccc(Cl)cc1)C(=O)NC1CCCCC1 (stereo unspecified) | 4.7% | -0.2% | 3.4% | -5.9% | -10.5% | 7.5% | 2.4%
CCN1CCN(Cc2nc3cc(NC(=O)c4ccccc4[N+](=O)[O-])ccc3n2CC)CC1 | 5.1% | -3.8% | 2.7% | -1.2% | 9.8% | 4.6% | 0.8%
COc1ccc(C(C)=O)cc1CSc1nc(Nc2ccc(F)c(F)c2)c2ccccc2n1 | 10.9% | 7.1% | -4.4% | -14.2% | -4.5% | -15.1% | 2.8%
CCc1ccc(NC(=O)C(=O)NCCc2csc(-c3cccc(F)c3)n2)cc1 | -8.4% | -1.0% | 0.2% | 6.0% | -11.0% | -18.2% | 3.9%
CC(=O)Nc1ccc(NC(=O)c2cc3sccc3n2Cc2ccc(Cl)cc2)cc1 | u | 0.7% | 1.4% | 1.9% | -26.1% | -3.5% | 5.3%
COc1ccc(Nc2ncnc3c2c(-c2ccccc2)cn3-c2ccc(C)c(Cl)c2)cc1OC | 0.3% | -1.6% | 0.6% | -3.4% | -13.5% | 4.5% | -3.1%
CCN(CC)C(=O)Cn1c(=O)n(CCCCCC(=O)NCc2ccc3c(c2)OCO3)c(=O)c2sccc21 | -3.9% | -2.1% | -1.8% | -5.3% | -9.3% | 9.1% | 0.8%
O=C(Nc1cccc(F)c1)C1CCN(S(=O)(=O)c2cccc3nsnc23)CC1 | 1.2% | -1.6% | -4.4% | 14.0% | 22.0% | -3.8% | 1.1%
CCc1ccc(CNC(=O)CCc2c(C)nn(-c3ccc(N4CCCCC4)nn3)c2C)cc1 | -10.0% | 0.7% | -3.0% | x | 2.2% | x | 0.7%
Cc1cc(C)c(NC(=O)Cc2ccc(-n3c(C)nc4cccnc43)cc2)c(C)c1 | -2.2% | -1.0% | -2.8% | 8.2% | 15.1% | 5.5% | 2.0%
O=S(=O)(Nc1ccc(F)c(Cl)c1)c1ccc(Br)s1 | -13.8% | 0.8% | -1.6% | -4.8% | -24.3% | -8.6% | -14.5%
CCc1ccc(OCC(=O)Nc2cc3oc4ccccc4c3cc2OC)c(Br)c1 | 0.0% | 0.7% | 2.4% | 11.1% | 4.8% | -16.9% | 2.2%
Cn1cc(S(=O)(=O)c2cccc(Cl)c2)c(=O)c2cc(F)c(N3CCCCC3)cc21 | -1.1% | -0.7% | -1.5% | -14.8% | -9.5% | -1.2% | -2.1%
CC(C)CC(=O)NCC(c1ccc2c(c1)OCO2)N1CCN(c2ccccc2F)CC1 (stereo unspecified) | 0.4% | 0.3% | -0.4% | -13.3% | 90.8%[activator] | -4.3% | 0.7%
Cc1cccc2c(=O)cc(CSc3ccccc3NC(=O)c3cccc(Br)c3)[nH]c12 | 5.2% | 0.3% | 0.2% | -4.8% | 16.6% | u | -1.2%
CCCOc1ccc(CN(C(=O)c2cc(=O)c3ccc(C)cc3o2)C2CCS(=O)(=O)C2)cc1 (stereo unspecified) | -1.7% | -0.1% | -1.8% | 11.0% | 5.8% | -5.2% | -0.3%
COc1cc(-c2noc(CN3CCN(c4cccc(Cl)c4)CC3)n2)cc(OC)c1OC | 6.8% | 1.9% | 0.7% | u | 14.1% | u | 2.0%
Cc1cc(=O)oc2c3c(ccc12)OCN(Cc1ccccc1Cl)C3 | 3.1% | 0.0% | -3.4% | 1.0% | 33.1%[activator] | -1.6% | 1.3%
CCS(=O)(=O)c1ncc(Cl)c(C(=O)N(Cc2ccccc2)c2ccc(OC)cc2)n1 | u | -0.2% | -2.7% | 7.6% | u | -2.2% | 4.3%
Cc1ccc2nc(N(Cc3cccnc3)C(=O)CCS(=O)(=O)c3ccccc3)sc2c1 | -4.4% | -4.2% | -0.4% | 2.2% | 8.4% | 2.9% | -1.2%
Cc1cccc(NC(=O)c2nnn(CC(=O)Nc3ccc(C(C)C)cc3)c2N)c1C | 4.1% | -1.3% | 1.0% | 3.1% | 23.5% | -17.7% | 6.8%

By substructure, those above containing bromine.
Structure | p53null 32C tox | B2AR arrestin ag | TSG101-PTAP inh | NTMT1 inh | p53null 39C tox | FH mod | GALK inh
O=S(=O)(Nc1ccc(F)c(Cl)c1)c1ccc(Br)s1 | -13.8% | 0.8% | -1.6% | -4.8% | -24.3% | -8.6% | -14.5%
CCc1ccc(OCC(=O)Nc2cc3oc4ccccc4c3cc2OC)c(Br)c1 | 0.0% | 0.7% | 2.4% | 11.1% | 4.8% | -16.9% | 2.2%
Cc1cccc2c(=O)cc(CSc3ccccc3NC(=O)c3cccc(Br)c3)[nH]c12 | 5.2% | 0.3% | 0.2% | -4.8% | 16.6% | u | -1.2%
